Assay outcomes from PubChem.
HT1080-NT tox: kills 2HG-producing HT-1080-NT fibrosarcoma cells | HT-1080-NT fibrosarcoma viability, CellTiter-Glo ATP luminescence, 48 h | Potency, µM (series often up to 46.1 µM), inactives show at the top dose activity, negative = less viability, hits mostly cytotoxic | 360,000 tested, 1.6% active | AID 686970;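 also: NT is the 2HG producing partner of a matched IDH1 knockdown line; potency is read from the fitted curve at half-maximal effect; 0% = DMSO-treated cells and -100% = media-only wells without cells; nearly all actives have a fitted effect of over 55% in size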
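750 cells/well, RPMI + 5% FBS; 2 h settle, compound pin-transfer, 48 h at 37 degrees C. CellTiter-Glo 10 min RT, luminescence. Normalized to DMSO and media-only wells.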
IL-1B inflam inh: inhibitors of inflammasome signaling (IL-1 beta secretion) | THP-1 LPS/ATP IL-1B secretion, AlphaLISA, 16 h; active compounds read low | activity change, % at 57.5 µM | 360,000 tested, 4.7% active | AID 743279; in the data active = activity change below about -50%; inconclusive = mostly about -30% to -49%; also: % is scaled to controls: 0 for no effect and ±100 for the full control effect
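THP-1 cells pretreated 1 hr with compounds (up to 57.5 uM final), then stimulated with LPS (250 ng/mL final) plus ATP (1.25 mM final); secreted IL-1B measured by AlphaLISA after 16 hr, decreased signal indicating inhibition.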
SW480 rerep: DNA re-replication induction in SW480 cells; SW480 DNA re-replication, Hoechst DNA content imaging, 48 h; Potency, µM (doses to about 46.1 µM), for the others: at the highest dose re-replication activation, most hits filed as activators; 340,000 tested, 1.8% active; also: potency is read from the fitted curve at half-maximal effect; % of control where 0% means no effect; nearly all actives have a fitted effect of over 55% in size
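Compounds, transferred as 23 nL by pin tool, were incubated with cells for 48 hr; DNA content per nucleus was then quantified by Hoechst staining and fluorescence plate imaging.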
KB-3-1 cytotox: KB-3-1 parental cell cytotoxicity. KB-3-1 viability, CellTiter-Glo ATP luminescence, 72 h. Potency, µM (doses to about 46.1 µM), for the others: at the highest dose activity change, negative = cytotoxic, actives largely listed as cytotoxic. 400,000 tested, 1.4% active; also: potency is read from the fitted curve at half-maximal effect; % is scaled to controls: 0 for no effect and ±100 for the full control effect; nearly all actives have a fitted effect of over 60% in size
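Parental KB-3-1 viability, qHTS format: 72 h compound exposure, 37 °C; CellTiter-Glo; media-only wells and DMSO plates as controls; concentration-effect fits on corrected data.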
MCF10A rerep: inducers of DNA re-replication in MCF 10A breast cells. 350,000 tested, 2.9% active. Potency, µM (series often up to 46.1 µM), for inactives: top-dose activity, positive = re-replication, actives largely listed as activators. MCF 10A DNA re-replication, Hoechst nuclear intensity, 48 h; also: potency is read from the fitted curve at half-maximal effect; % of control where 0% means no effect; nearly all actives have a fitted effect of over 50% in size
ATXN2 expr inh: inhibitors of ATXN2 expression. HEK-293 ATXN2-luciferase reporter, luminescence, 24 h. Potency, µM (series often up to 57 µM), without a hit: at the highest dose activity change, negative = inhibition, actives largely listed as inhibitors. 360,000 tested, 0.72% active. AID 1745845; also: potency is read from the fitted curve at half-maximal effect; % is scaled to controls: 0 for no effect and ±100 for the full control effect; nearly all actives have a fitted effect of over 55% in size
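qHTS (up to 57 uM final) was run with 24 h compound exposure of reporter cells at 37 °C. Each well was multiplexed: SteadyGlo luminescence measured ATXN2-luciferase expression after a fluorogenic Gly-Phe-AFC viability readout (25 uM final).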
KB-V1 cytotox: KB-V1 MDR subline cytotoxicity | KB-V1 MDR cells viability, CellTiter-Glo, 72 h | Potency, µM (highest dose often 46.1 µM), for inactives: top-dose activity change, negative = cytotoxicity, usual class: cytotoxic | 400,000 tested, 3.4% active; also: potency is read from the fitted curve at half-maximal effect; % is scaled to controls: 0 for no effect and ±100 for the full control effect; nearly all actives have a fitted effect of over 60% in size
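qHTS viability screen in drug-selected KB-V1 MDR cells: 72 h compound treatment at 37 degrees C, ATP luminescence end point.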
WRN inhibitor: inhibitors of human WRN helicase | Q14191 | WRN helicase unwinding, fluorescent forked duplex, kinetic | Potency, µM (top dose mostly 114 µM), inactives show at the top dose activity change, negative = inhibition, most hits filed as inhibitors | 360,000 tested, 0.46% active | AID 651768; also: potency is read from the fitted curve at half-maximal effect; % is scaled to controls: 0 for no effect and ±100 for the full control effect; nearly all actives have a fitted effect of over 55% in size
Target sequence (Q14191 whole entry, looked up): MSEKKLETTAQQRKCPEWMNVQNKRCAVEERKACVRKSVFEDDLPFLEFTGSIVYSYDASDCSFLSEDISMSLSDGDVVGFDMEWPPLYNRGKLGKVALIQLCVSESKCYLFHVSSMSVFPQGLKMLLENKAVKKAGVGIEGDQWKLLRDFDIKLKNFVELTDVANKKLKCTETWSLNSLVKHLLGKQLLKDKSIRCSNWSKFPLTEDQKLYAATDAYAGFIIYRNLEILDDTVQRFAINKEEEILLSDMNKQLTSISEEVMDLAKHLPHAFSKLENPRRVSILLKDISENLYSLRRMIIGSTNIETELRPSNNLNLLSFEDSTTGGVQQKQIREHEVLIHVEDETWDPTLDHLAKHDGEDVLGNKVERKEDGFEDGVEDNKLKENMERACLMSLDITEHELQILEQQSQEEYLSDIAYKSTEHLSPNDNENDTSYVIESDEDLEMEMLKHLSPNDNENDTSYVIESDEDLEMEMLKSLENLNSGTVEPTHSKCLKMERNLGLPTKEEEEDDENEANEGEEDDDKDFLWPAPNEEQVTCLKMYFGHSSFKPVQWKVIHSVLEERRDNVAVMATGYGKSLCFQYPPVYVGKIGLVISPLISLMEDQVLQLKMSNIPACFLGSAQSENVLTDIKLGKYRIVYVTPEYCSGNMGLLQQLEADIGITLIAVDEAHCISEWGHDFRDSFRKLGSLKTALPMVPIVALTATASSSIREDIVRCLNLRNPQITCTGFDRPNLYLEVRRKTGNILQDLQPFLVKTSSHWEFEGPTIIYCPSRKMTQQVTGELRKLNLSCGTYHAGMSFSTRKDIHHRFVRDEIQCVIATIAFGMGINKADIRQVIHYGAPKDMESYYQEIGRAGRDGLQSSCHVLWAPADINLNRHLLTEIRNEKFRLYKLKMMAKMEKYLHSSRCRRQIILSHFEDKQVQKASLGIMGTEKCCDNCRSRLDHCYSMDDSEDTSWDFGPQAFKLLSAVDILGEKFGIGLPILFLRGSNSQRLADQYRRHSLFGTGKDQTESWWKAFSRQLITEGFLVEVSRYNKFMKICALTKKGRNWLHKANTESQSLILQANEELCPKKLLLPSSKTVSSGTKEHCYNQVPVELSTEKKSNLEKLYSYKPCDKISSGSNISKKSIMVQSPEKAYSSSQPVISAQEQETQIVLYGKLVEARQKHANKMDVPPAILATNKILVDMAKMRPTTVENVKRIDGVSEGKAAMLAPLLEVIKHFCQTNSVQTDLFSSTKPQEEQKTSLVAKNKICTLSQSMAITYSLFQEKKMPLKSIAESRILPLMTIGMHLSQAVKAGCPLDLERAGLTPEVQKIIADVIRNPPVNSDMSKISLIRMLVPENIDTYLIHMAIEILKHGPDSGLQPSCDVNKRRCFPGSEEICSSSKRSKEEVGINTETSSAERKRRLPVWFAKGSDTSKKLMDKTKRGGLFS
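Fluorescence dequenching readout, ex 525 nm/em 598 nm, kinetic mode: forked duplex DNA (100 nM final) with adjacent fluorophore and quencher unwound by WRN (20 nM final) with 2 mM ATP. Compound preincubation 15 min, room temperature.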
HT1080 IDH1KD tx: kills HT-1080 cells with IDH1 knockdown | HT-1080 IDH1 knockdown viability, ATP luminescence, 48 h | Potency, µM (series often up to 46.1 µM), for the others: top-dose activity, negative = toxicity, actives largely listed as cytotoxic | 360,000 tested, 2% active;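 also: potency is read from the fitted curve at half-maximal effect; 0% = DMSO wells and -100% = cell-free medium wells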
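Using the IDH1-knockdown HT-1080 line run in the same batch and compound series as the NT line, viability after 48 h at 37 °C was determined by CellTiter-Glo luminescence and expressed as % activity.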
Numbers without * were called inactive; i = inactive; ? = inconclusive; · = no result given; [ ] = another dose, or the depositor's remark. Unless noted, calls follow the shape of the dose curve; as a rule, active = well fitted curve in the direction sought with a large enough effect; inconclusive = small, poorly fitted or top-dose-only effect, or another doubt; inactive = no such curve, though single readings can be large; an effect the other way counts as inactive or inconclusive.

No.	Structure	HT1080-NT tox	IL-1B inflam inh	SW480 rerep	KB-3-1 cytotox	MCF10A rerep	ATXN2 expr inh	KB-V1 cytotox	WRN inhibitor	HT1080 IDH1KD tx
1	COc1ccc(S(=O)(=O)N2CCCCC2)cc1NC(=O)CN(Cc1ccco1)Cc1ccco1	-16%	-51*	-6%	-16%	21µM*	-24%	?	-12%	-8%
2	COc1ccccc1C(O)c1ncc(-c2cccc3ccccc23)[nH]1 (stereo unspecified)	-17%	-18	·	0%	·	-13%	-9%	1%	-6%
3	COc1cc2c(cc1Cl)C(=O)C(F)(c1ccccc1)C(=O)N2 (stereo unspecified)	-2%	-15	-4%	6%	?	-22%	?	5%	-6%
4	CCOC(=O)c1oc2ccccc2c1NC(=O)c1ccc2c(c1)OCO2	2%[9.24 µM]	4	0%	-1%	3%	-4%	-5%	0%	8%
5	CC(=O)Nc1ccc(S(=O)(=O)NCCN2CCNC2=O)cc1Cl	13%	-2	-1%	6%	-2%	5%	?	1%	22%
6	CSc1ccc(CCNC(=O)c2ccc(CS(=O)Cc3ccc(Cl)cc3)o2)cc1 (stereo unspecified)	-9%	?	8%	-2%	0%	-29%	?	-5%	-23%
7	Cc1ccc(C(=O)NNC(=O)CCCCC(=O)NNC(=O)c2ccc(C)cc2)cc1	-3%	7	3%	4%	-2%	-7%	?	10%	-9%
8	COc1cccc(CNC(=O)C2CCN(S(=O)(=O)c3ccc4c(c3)NC(=O)CO4)CC2)c1	11%	7	-17%	-4%	0%	-6%	-9%	-7%	9%
9	CC(C)N(C(=O)CSc1nnnn1-c1ccc2c(c1)OCO2)C(C)C	7%	37	2%	-12%	-2%	-2%	-15%	9%	3%
10	N#C/C(=N\Nc1ccc(Cl)cc1)C(=O)c1ccsc1	?	·	?	?	?	?	?	-8%	?
11	COc1ccc(N2C(=S)N=C(Nc3ccccc3)C23CCCCC3)cc1	-2%	16	-3%	14%	?	·	21%	-2%	-13%
12	CCCn1nnnc1SCC(=O)NCc1cccs1	12%	26	1%	-1%	?	5%	16%	-4%	8%
13	CN(CCc1nc2ccc(Cl)cc2[nH]1)Cc1nc(CC2CC2)no1	1%	23	?	-7%	4%	·	?	-6%	15%
14	C=CCn1c(SCC(=O)Nc2ccc(Cl)cn2)nnc1C1CC1	-2%	40	-3%	13%	1%	-4%	-5%	8%	15%
15	Cc1cccc(NC(=O)C2CCCN2C(=O)Oc2ccccc2)c1C (stereo unspecified)	6%	24	0%	6%	-2%	-7%	8%	-25%	0%
16	CCC(C)N(CCNC(=O)c1ccc2c(c1)NC(=O)c1ccccc1S2)C1CCCCC1 (stereo unspecified)	?	-86*	?	-25%	?	?	-9%	0%	?
17	O=C(NCCN1CCC(n2c(=O)[nH]c3ccccc32)CC1)c1ccc(Cl)c(Cl)c1	21µM*	·	·	?	·	18µM*	21µM*	-9%	?
18	C=CCn1c(CNC(=O)c2ccco2)nnc1SCC(=O)Nc1cccc(Br)c1	9%	25	-1%	12%	11%	-14%	7%	4%	2%
19	CC(NC(=O)c1cc(Br)ccc1Cl)c1ccccc1 (stereo unspecified)	3%	-23	-4%	-10%	0%	1%	1%	-3%	-2%
20	O=C(CCNC(=O)c1ccc([N+](=O)[O-])cc1)NCc1ccccc1	11%	19	-111%[inhibitor]	14%	-2%	4%	12%	7%	14%
21	CC(=O)Nc1ccc(S(=O)(=O)Nc2cccc(-c3csc(C)n3)c2)cc1	-27%	38	18%	-29%	-1%	0%[11.3 µM]	0%	-5%	?
22	COc1ccc(CN2C(=O)CCCc3ccccc32)cc1	-19%	0	22%	?	6%	-18%	-20%	-3%	?
23	O=C1CC(c2ccc(F)cc2)C(n2cncn2)C(O)=C1C1NCCc2ccccc21 (stereo unspecified)	4%	6	-1%	4%	12%	-6%	3%	8%	20%
24	CCC(CC)C(=O)Nc1cccc(C(=O)Nc2ccc(OC)cc2[N+](=O)[O-])c1	?	2	9%	-5%	?	-26%	?	-2%	?
25	COC(=O)c1ccc2nc(-c3ccc(C#N)cc3)c(Cc3cccc(F)c3)n2c1	-9%	3	·	0%	·	12%	5%	-8%	-15%
26	CCNCCC(=O)N1c2ccccc2Sc2ccc(C(F)(F)F)cc21	?	?	-22%	-11%	-4%	-14%	-16%	-18%	?
27	Cc1cn([C@H]2C[C@H](O)[C@@H](CCC(=O)NCc3ccco3)O2)c(=O)[nH]c1=O	-3%	0	-8%	0%	1%	1%	0%	-5%	-2%
28	COCc1cc(C)n(CC(=O)Nc2cc(C)cc(C)c2)c(=O)c1C#N	0%	-8	2%	5%	-11%	·	9%	1%	1%
29	CCn1c(SCC(=O)Nc2ccc(OC)c(OC)c2)nc2c(c1=O)SCC2	-2%	i	-21%	-16%	1%	-5%	?	-22%	6%
30	Nc1nc2ccc(N3CCOCC3)cc2s1	-1%	31	-6%	0%	-36%[inhibitor]	-26%	0%	6%	4%
31	CC(=O)NC(CC(=O)N(C)C1CCCCC1)c1ccccc1 (stereo unspecified)	8%	39	-10%	6%	-6%	2%	-4%	-1%	14%
32	COc1cccc(CN2CC(C(=O)NCc3ccc(C)o3)CCC2=O)c1 (stereo unspecified)	4%	0	-7%	-7%	-11%	23%	-2%	4%	12%
33	O=C(NN1C(=O)c2ccccc2NC1c1ccccn1)c1ccccc1 (stereo unspecified)	10%	11	-10%	15%	1%	2%	-2%	-6%	12%
34	O=Cc1ccc(OCc2nnc(-c3ccccc3Br)o2)cc1	-1%	27	-22%	13%	-8%	19%	14%	-6%[57.1 µM]	0%
35	Cc1nc(Nc2nc3ccccc3o2)nc(C)c1C(=O)Nc1ccc(F)cc1	3%	-13	-5%	5%	11%	-26%	10%	-3%	2%
36	CC(C)c1ccc(NC(=O)C2C3C=CC4(CN(CCCN5CCOCC5)C(=O)C24)O3)cc1 (stereo unspecified)	1%	9	1%	-12%	-5%	2%	4%	3%	5%
37	CCOC(=O)c1[nH]c2c(c1-c1ccccc1)C(=O)CC(c1ccc(Cl)cc1)C2 (stereo unspecified)	18%	24	14%	-14%	16%	-14%	-26%	-6%	-2%
38	C=CCO/N=C(/C)c1c(O)c(CC)c(-c2ccccc2)n(-c2ccccc2)c1=O	-6%	-12	-4%	-5%	?	5%	-12%	5%	-1%
39	N#Cc1ccc(Nc2ccccc2)c(N)c1	-1%	-19	-6%	0%	0%	4%	4%	0%	-9%
40	Brc1ccc(-c2cnc3n2CCCC3)cc1	-4%	-24	8%	?	?	15%	-36%	?	-3%

An excerpt from above in order of formula weight, descending.
No.	Structure	HT1080-NT tox	IL-1B inflam inh	SW480 rerep	KB-3-1 cytotox	MCF10A rerep	ATXN2 expr inh	KB-V1 cytotox	WRN inhibitor	HT1080 IDH1KD tx
29	CCn1c(SCC(=O)Nc2ccc(OC)c(OC)c2)nc2c(c1=O)SCC2	-2%	i	-21%	-16%	1%	-5%	?	-22%	6%
23	O=C1CC(c2ccc(F)cc2)C(n2cncn2)C(O)=C1C1NCCc2ccccc21 (stereo unspecified)	4%	6	-1%	4%	12%	-6%	3%	8%	20%
21	CC(=O)Nc1ccc(S(=O)(=O)Nc2cccc(-c3csc(C)n3)c2)cc1	-27%	38	18%	-29%	-1%	0%[11.3 µM]	0%	-5%	?
25	COC(=O)c1ccc2nc(-c3ccc(C#N)cc3)c(Cc3cccc(F)c3)n2c1	-9%	3	·	0%	·	12%	5%	-8%	-15%
26	CCNCCC(=O)N1c2ccccc2Sc2ccc(C(F)(F)F)cc21	?	?	-22%	-11%	-4%	-14%	-16%	-18%	?
32	COc1cccc(CN2CC(C(=O)NCc3ccc(C)o3)CCC2=O)c1 (stereo unspecified)	4%	0	-7%	-7%	-11%	23%	-2%	4%	12%
31	CC(=O)NC(CC(=O)N(C)C1CCCCC1)c1ccccc1 (stereo unspecified)	8%	39	-10%	6%	-6%	2%	-4%	-1%	14%
39	N#Cc1ccc(Nc2ccccc2)c(N)c1	-1%	-19	-6%	0%	0%	4%	4%	0%	-9%

(list continues)
No.	Structure	HT1080-NT tox	IL-1B inflam inh	SW480 rerep	KB-3-1 cytotox	MCF10A rerep	ATXN2 expr inh	KB-V1 cytotox	WRN inhibitor	HT1080 IDH1KD tx
41	CCOC(=O)c1c(CC(C)C)csc1/N=C/C1C(=O)CC(C)(C)CC1=O	-3%	16	-2%	-6%	-21%	3%	5%	-6%	4%
42	Cc1ccc(C)c(OCC(=O)N2CCOCC2)c1	9%	-4	-3%	-2%	0%	-8%	14%	7%[57.1 µM]	-2%
43	COc1cc(C(C(=O)NC(C)(C)C)N(C(=O)CNC(=O)c2cccs2)c2cccnc2)cc(OC)c1OC (stereo unspecified)	14%	-6	-14%	-1%	0%	-11%	14%	0%	8%
44	Cc1ccc(N2C(=O)C3C4CC(=O)C(c5ccccc54)C3C2=O)cc1 (stereo unspecified)	12%	13	-4%	0%	2%	-24%	14%	-12%	15%
